Menin-MLL TR inh – displaces Texas Red mutant MLL peptide from human menin. AID 1768. 270,000 tested, 0.23% active. Menin + Texas Red MLL mutant peptide, fluorescence polarization. O00255. Potency, µM (highest dose often 61.6 µM), inactives show at the top dose FP activity change, negative = inhibition, actives largely listed as inhibitors; active = well fitted inhibition curve with a large enough effect in the polarisation, with a control signal flat, not every such curve was filed as active; inconclusive = small, poorly fitted or top-dose-only effect, or effect the other way, or a change in a side signal; inactive = no such curve, though single readings can be large or run the other way; the % refers to the polarisation; note: % of control where 0% means no effect; many of its hits are not listed in these tables
Target sequence (O00255 whole entry, looked up): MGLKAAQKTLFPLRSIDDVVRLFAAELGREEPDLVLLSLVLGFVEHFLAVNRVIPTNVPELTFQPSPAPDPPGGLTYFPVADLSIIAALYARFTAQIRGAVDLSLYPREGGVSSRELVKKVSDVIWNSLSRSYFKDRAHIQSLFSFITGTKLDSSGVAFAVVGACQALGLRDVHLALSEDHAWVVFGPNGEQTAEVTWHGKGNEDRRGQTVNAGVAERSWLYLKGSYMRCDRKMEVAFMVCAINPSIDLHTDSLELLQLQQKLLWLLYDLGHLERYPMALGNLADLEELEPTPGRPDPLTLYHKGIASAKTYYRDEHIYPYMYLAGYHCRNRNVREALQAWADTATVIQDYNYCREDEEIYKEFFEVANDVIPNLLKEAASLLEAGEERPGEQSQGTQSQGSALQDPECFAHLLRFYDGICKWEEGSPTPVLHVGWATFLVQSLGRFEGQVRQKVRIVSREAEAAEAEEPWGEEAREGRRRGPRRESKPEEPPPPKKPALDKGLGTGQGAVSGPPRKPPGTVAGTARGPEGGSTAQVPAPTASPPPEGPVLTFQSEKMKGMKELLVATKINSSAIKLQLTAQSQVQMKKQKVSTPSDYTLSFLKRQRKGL
Starred values were filed as active, the others as inactive; u = inconclusive; & = joins results of further samples; [ ] = dose if it differs, or a comment. Potency is the fitted concentration of half-maximal effect.

SMILES | Menin-MLL TR inh
Cc1ccccc1-c1nc(NC2CC2)c2ccccc2n1 | 16%
COCCn1c(=O)c(-c2cc(F)cc(F)c2)nc2cnc(N3CCNCC3)nc21 | 6%
CSCC[C@@H]1NC(=O)[C@@H](NC(=O)[C@H](CCCNC(=N)N)NC(=O)[C@H](CC(C)C)NC(=O)[C@H](CCSC)NC(=O)[C@H](CC(=O)O)NC(=O)[C@H](Cc2ccccc2)NC(=O)[C@@H](N)CC(=O)O)CSSC[C@@H](C(=O)N[C@@H](Cc2c[nH]c3ccccc23)C(=O)N[C@@H](CCC(N)=O)C(=O)N[C@@H](Cc2ccc(O)cc2)C(=O)O)NC(=O)[C@@H]2CCCN2C(=O)[C@H](CCCNC(=N)N)NC(=O)[C@H](Cc2ccccc2)NC(=O)[C@H](C(C)C)NC(=O)[C@H](CCCNC(=N)N)NC(=O)CNC(=O)[C@H](CC(C)C)NC1=O | -3%
Cc1noc(C)c1-c1nccc(N2CCOCC2)n1 | u
CCN1C(C)=C(C(=O)OC)C(c2ccccc2)N2C(=O)[C@](O)(C(=O)OC)CC(C#N)=C12 (stereo not given in full) | 0%[11.7 µM]
Cc1cccc(CNc2ncncc2-c2ccccc2Cl)c1 | -6%
CC(C)(Oc1ccc([C@@H]2CC2(Cl)Cl)cc1)C(=O)O | 0%[24.8 µM]
O=C(O)COc1ccccc1/C=N/NC(=O)c1ccncc1 | -5%
O=c1c(-c2ccc(F)c(F)c2)nc2cncnc2n1C1CC1 | -1%
CCS(=O)(=O)N(C)[C@@H]1c2cc(C#N)ccc2OC(C)(C)[C@H]1O | 14%&0%[24.8 µM]
CCCCC/C=C\C/C=C\C/C=C\C=C\C1CCCC(=O)O1 (stereo not given) | 1%
c1ccc(CNc2ncncc2-c2cccnc2)cc1 | -6%
N#Cc1cccc(-c2nc3cnc(N4CCOCC4)nc3n(C3CC3)c2=O)c1 | u
COc1ccc(-c2nc3cnc(Oc4cccc(Cl)c4)nc3n(CCC#N)c2=O)cc1 | 1%
OC[C@H]1O[C@@H](OC[C@H]2O[C@@H](O)[C@H](O)[C@@H](O)[C@@H]2O)[C@H](O)[C@@H](O)[C@@H]1O | 11%[24.8 µM]
COc1ccc2[nH]cc(CCNc3ccnc(-c4ccccc4C(F)(F)F)n3)c2c1 | 27%
C[C@@H]1OC(O[C@H]2[C@H](Oc3cc(O)c4c(=O)c(O)c(-c5ccc(O)cc5)oc4c3)O[C@H](CO)[C@@H](O)[C@@H]2O)[C@H](O)[C@H](O)[C@H]1O (stereo not given in full) | -28%
CC(C)(C)c1ccc(C(=O)N2CCC(=O)N([C@H](COCc3ccc(Cl)cc3)Cc3ccccc3)CC2)cc1 | -19%
COc1cc2oc(=O)cc(-c3ccc(-c4cccc(N)c4)cc3)c2c(OC)c1OC | 7%
C=C(C)C(O)/C=C/C=C/c1ccccc1 (stereo not given) | 12%[11.7 µM]
COC(=O)C1=C[C@@H](C(=O)OC)[C@H]2C3=C(C(=O)[C@@]2(C)NC(=O)c2ccccc2)[C@H](C)C(C(=O)OC)=C(C(=O)OC)[C@@H]3C1 | -1%
COC(=O)C(CCSC)NS(=O)(=O)c1ccccc1Br (stereo not given) | 6%
Cc1cc(F)c(Nc2ncnc3cc(OCc4ccccc4)ccc23)cc1O | 43%[activator]
CCNc1ncc2nc(-c3ccc(F)cc3)c(=O)n(Cc3ccc(F)cc3)c2n1 | 12%
COc1ccc(-c2noc(CC(=O)O)c2-c2ccc(OC)cc2)cc1 | -2%
COc1ccc(-c2cc(C3C4C=CCC(C)C4C(=O)N3Cc3ccccc3)ccc2F)cc1OC (stereo not given) | u
COC(=O)C/C=C/[C@@H](C)[C@H](OC)c1c(Br)ccc2c1OCO2 | 1%
OCC1O[C@@H](O[C@@H]2C(CO)OC(O)C(O)C2O)C(O)C(O)C1O (stereo not given in full) | 9%
CN(N=O)C(=O)N[C@H]1[C@@H](O)[C@H](O)[C@H](CO)O[C@@H]1O | -17%[24.8 µM]
CCC(=O)C(C(=O)OC)[C@H](CCc1ccccc1)NC(=O)OC (stereo not given in full) | 5%
CCN[C@@H]1CN(CCCOC)S(=O)(=O)c2sc(S(N)(=O)=O)cc21 | 6%[24.8 µM]
CCCCCCCCCCCCCC[C@@H](O)[C@@H](O)[C@H](CO)NC(C)=O | 0%
C=C(C)C(=O)c1ccc(OC)cc1 | 12%
COc1ccccc1-c1cc(=O)c2cccc(OC)c2o1 | -2%
O=C1C(c2[nH]c3ccc(S(=O)(=O)O)cc3c2O)=Nc2ccc(S(=O)(=O)O)cc21 | -5%
C#CCCCO/N=C1/C[C@@H](O)[C@@H](O)[C@@H]2[C@@H]3C(=O)N(c4cccc(Oc5ccccc5)c4)C(=O)[C@H]3CC[C@@H]12 | 0%[11.7 µM]
N#Cc1cccc(NC(=O)N2CCCC3(CCN(C(=O)c4cnccn4)CC3)C2)c1 | 1%
N#CCCn1c(=O)c(-c2cccc(C#N)c2)nc2cnc(Oc3ccccc3)nc21 | 8%
c1ccc(CNc2ccnc(-c3ccc4c(c3)OCO4)n2)cc1 | 26%
C=CC[C@@H]1C=C[C@@H](O/N=C(/C)CCC(=O)OC[C@@H]2O[C@H](C#Cc3ccccc3)C=C[C@@H]2Oc2ccc(C)cc2)[C@@H](CO)O1 | -13%[11.7 µM]
Nc1ccn([C@@H]2O[C@H](CO)[C@@H](OP(=O)(O)O)[C@H]2O)c(=O)n1 | -12%[24.8 µM]
O=C(c1cccc(Cl)c1)N1CCC(=O)N([C@H](COCc2cccc(Cl)c2)Cc2ccccc2)CC1 | -5%
COCCNc1ccnc(-c2ccccc2CN(C)C)n1 | -1%
C=C1/C(=C\C=C2/CCC[C@]3(C)[C@@H]([C@H](C)/C=C/[C@@H](O)C4CC4)CC[C@@H]23)C[C@@H](O)C[C@@H]1O | 9%
C[C@@H]1CCC2[C@](C)(CO)C(O)CC[C@@]2(C)[C@@]12CC[C@](CO)(CCO)O2 (stereo not given in full) | -16%
CCNc1ncc2nc(-c3cccs3)c(=O)n(CCc3ccccc3)c2n1 | u
CN1CCN(c2ncc3ncc(=O)n(Cc4ccc(F)cc4)c3n2)CC1 | -2%
CC(=O)OC1C[C@]2(C)C(C(C)=O)CCC2C2CCC3=CC(=O)CC[C@@]3(C)C12 (stereo not given in full) | -8%
CO[C@@H]1COC(=O)[C@H]2CCCN2C(=O)[C@@H](C)COC(=O)C/C=C\[C@H]1C | 3%[11.7 µM]
CC(C)CN1CCC2(CC1)CCN(C(=O)c1cc(C(F)(F)F)cc(C(F)(F)F)c1)CC2 | -3%
C/C(CCN1CCCc2nc(C)c(C)cc21)=N\OC[C@@H](C)[C@H](OCc1ccccc1)C(C)C | u
N=C(CC(O)COc1ccccc1-c1ccccc1)N1CCCCC1 (stereo not given) | 1%
COCCN1C(=O)N[C@@H](c2cccc(C(F)(F)F)c2)C(C(C)=O)=C1C | -9%
CCOC(=O)C[C@@H](CC(C)=O)C(=O)OCC | 2%[11.7 µM]
CCC(=O)O[C@H]1C(O[C@@H]2C(C)[C@H](O[C@H]3C[C@@](C)(OC)C(O)C(C)O3)C(C)C(=O)OC(CC)[C@@](C)(O)C(O)[C@H](C)C(=O)C(C)C[C@]2(C)O)OC(C)CC1N(C)C (stereo not given in full) | 42%[activator]
CC(C)C[C@H](NC(=O)[C@H](CO)NC(=O)[C@@H]1CCCN1C(=O)[C@H](Cc1ccc(O)cc1)NC(=O)[C@H](CC(C)C)NC(=O)[C@H](CC(C)C)NC(=O)[C@@H]1CCCN1C(=O)[C@@H](NC(=O)[C@H](CO)NC(=O)[C@H](CO)NC(=O)[C@H](CO)NC(=O)[C@H](CO)NC(=O)[C@@H]1CCCN1C(=O)[C@@H](NC(=O)[C@@H](N)CO)C(C)C)[C@@H](C)O)C(=O)N[C@@H](C)C(=O)N[C@@H](CC(C)C)C(=O)N1CCC[C@H]1C(=O)N[C@@H](C)C(=O)N1CCC[C@H]1C(=O)O | -1%
CN(C)c1ccc(-c2cncnc2NCCN2CCOCC2)cc1 | -10%
CCC[C@H](NC(=O)[C@H](Cc1ccc(O[S+](=O)([O-])O)cc1)NC(=O)OC(C)(C)C)C(=O)NCC(=O)N[C@@H](Cc1c[nH]c2ccccc12)C(=O)N[C@@H](CCC)C(=O)N[C@@H](CC(=O)OCCc1ccccc1)C(=O)O | 8%
CCOC(=O)OCC1OC(C#Cc2ccc(C(C)(C)C)cc2)C=CC1OC(=O)OCC (stereo not given) | 12%[11.7 µM]
O=c1c(-c2ccccc2)nc2cncnc2n1Cc1ccccc1Cl | 11%
Continuation.
SMILES | Menin-MLL TR inh
COc1ccc(Oc2ncc3nc(-c4cn(C)c5ccccc45)c(=O)n(CCC#N)c3n2)cc1 | 10%
CC(C)[C@@H]1NC(=O)[C@H](CCCCN)NC(=O)[C@@H](Cc2c[nH]c3ccccc23)NC(=O)[C@H](Cc2ccc(O)cc2)NC(=O)[C@@H](NC(=O)[C@H](N)Cc2ccccc2)CSSC[C@@H](C(=O)N[C@@H](Cc2c[nH]c3ccccc23)C(N)=O)NC1=O | 3%
COc1ccc(Oc2ncc3nc(-c4ccc(OC)cc4)c(=O)n(Cc4cccs4)c3n2)cc1 | 1%
CCN(CC)CCOc1ccc(C(O)(Cc2ccc(Cl)cc2)c2ccc(C)cc2)cc1 (stereo not given) | 5%&-11%
CC1=CC2C(CC1=O)C(C)=CCC2C(C)C (stereo not given) | 4%
COC1/C=C/OC2(C)Oc3c(C)c(O)c4c(O)c(c(/C=N/N5CCN(C)CC5)c(O)c4c3C2=O)NC(=O)/C(C)=C/C=C/C(C)C(O)C(C)C(O)C(C)C(OC(C)=O)C1C (stereo not given) | u
CC(C)CN1CCC2(CC1)CCN(C(=O)c1cnccn1)CC2 | 7%
CNc1ccccc1C(=O)N1CCc2c([nH]c3ccccc23)C1=O | -15%
O=C(c1cc(C(F)(F)F)cc(C(F)(F)F)c1)N1CCC2(CCCN(Cc3ccccc3)C2)CC1 | -10%
COc1cccc(-c2nc(N3CCNCC3)c3ccccc3n2)c1 | 13%
COc1ccc(-c2nc(-c3ccccc3)c(NC(C)C)o2)cc1 | -5%
CC(=O)Nc1ccc(SCCN2CCN(CC(C)C)CCC2=O)cc1 | 3%
CCCCC/C=C\C/C=C\C/C=C\CCCCC(=O)NC(C)C(=O)O (stereo not given) | 11%
NC(N)=NCCC[C@H](NC(=O)[C@H](Cc1ccccc1)NC(=O)[C@@H]1CCCN1C(=O)[C@H](CO)NC(=O)[C@H](Cc1ccccc1)NC(=O)CNC(=O)[C@@H]1CCCN1C(=O)[C@@H]1CCCN1C(=O)[C@@H](N)CCCN=C(N)N)C(=O)O | 8%
CN1CCN(c2ncc3nc(-c4ccccc4)c(=O)n(Cc4cccs4)c3n2)CC1 | -1%
CC(=O)N[C@H](Cc1c[nH]c2ccccc12)C(N)=O | -18%
COc1ccc(-c2ccc(N(C)C)cc2)cc1C1C2C=CCCC2(C)C(=O)N1Cc1ccccc1 (stereo not given) | -17%
O=C(c1cccc(F)c1)N1CCC2(CCCN(c3ccc(-c4ccccc4)cc3)C2)CC1 | -4%
CNC1C(OC2C(O[C@@H]3C(O)C(O)[C@@H](N=C(N)N)C(O)C3N=C(N)N)OC(C)[C@@]2(O)CO)OC(CO)C(O)C1O (stereo not given in full) | 2%
CC(C)C(=O)N[C@H]1CCCN1C(=O)/C=C\c1ccccc1 | -1%[11.7 µM]
OC[C@H]1OC(O)(CN2CCOCC2)[C@H](O)[C@@H]1O (stereo not given in full) | -7%
Cc1ccc(/C=C/C2=C[C@]3(C)C[C@]2(C)[C@H](c2ccc(C)cc2)CC3=O)cc1 | 8%
C=CCc1cccc(C2NC(C(=O)O)CCC2C)c1 (stereo not given) | 3%[11.7 µM]
O=P1(O)Oc2c(c(-c3ccccc3)cc3ccc4ccccc4c23)-c2c(-c3ccccc3)cc3ccc4ccccc4c3c2O1 | 80%[activator]
Cc1cc(=O)c2c(O)cc(O)c(C)c2o1 | 2%
[N-]=[N+]=Nc1nc2c(N)ncnc2n1C1OC(CO)C(O)C1O (stereo not given) | -2%
O=C(c1cccc(F)c1)N1CCC[C@@]2(CCN(c3ccccn3)C2)C1 | -10%
COc1ccc(C(=O)N2CCC[C@@]3(CCN(Cc4ccccc4)C3)C2)cc1 | 0%

A different layout for part of the listing above:
| Structure | Menin-MLL TR inh |
| --- | --- |
| O=C(c1cccc(F)c1)N1CCC2(CCCN(c3ccc(-c4ccccc4)cc3)C2)CC1 | -4% |
| CNC1C(OC2C(O[C@@H]3C(O)C(O)[C@@H](N=C(N)N)C(O)C3N=C(N)N)OC(C)[C@@]2(O)CO)OC(CO)C(O)C1O (stereo not given in full) | 2% |
| CC(C)C(=O)N[C@H]1CCCN1C(=O)/C=C\c1ccccc1 | -1%[11.7 µM] |
| OC[C@H]1OC(O)(CN2CCOCC2)[C@H](O)[C@@H]1O (stereo not given in full) | -7% |
| Cc1ccc(/C=C/C2=C[C@]3(C)C[C@]2(C)[C@H](c2ccc(C)cc2)CC3=O)cc1 | 8% |
| C=CCc1cccc(C2NC(C(=O)O)CCC2C)c1 (stereo not given) | 3%[11.7 µM] |
| O=P1(O)Oc2c(c(-c3ccccc3)cc3ccc4ccccc4c23)-c2c(-c3ccccc3)cc3ccc4ccccc4c3c2O1 | 80%[activator] |
| Cc1cc(=O)c2c(O)cc(O)c(C)c2o1 | 2% |
| [N-]=[N+]=Nc1nc2c(N)ncnc2n1C1OC(CO)C(O)C1O (stereo not given) | -2% |
| O=C(c1cccc(F)c1)N1CCC[C@@]2(CCN(c3ccccn3)C2)C1 | -10% |
| COc1ccc(C(=O)N2CCC[C@@]3(CCN(Cc4ccccc4)C3)C2)cc1 | 0% |

The list is partial; rates above refer to the full screens.
